# GAA glycogen mod: qHTS Assay for Inhibitors and Activators of Human alpha-Glucosidase Cleavage of Glycogen. recombinant GAA, glycogen substrate, Amplex Red glucose oxidase fluorescence. actives 0.38% (n = 300,000). Lysosomal alpha-glucosidase (Homo sapiens), P10253. Potency, µM (highest dose often 76.4 µM), for the others: at the highest dose activity change, negative = inhibition, hits mostly inhibitors;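 further: 0% = full enzyme reaction and -100% = no-enzyme basal signal; the screen sought inhibitors and activators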
#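 Recombinant human enzyme (4 nM); glycogen substrate; 37 C, 40 min, pH 5.0. Readout: coupled glucose oxidase/Amplex Red fluorescence.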
# GLA spleen mod: qHTS Assay for Inhibitors and Activators of Human alpha-Galactosidase From Spleen Homogenate. Alpha-galactosidase A (Homo sapiens), P06280. human spleen homogenate, 4MU-alpha-Gal fluorescence, 40 min. actives 0.008% (n = 240,000). Potency, µM (series often up to 80 µM), for inactives: top-dose activity change, negative = inhibition, hits mostly inhibitors;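 further: 0% = enzyme with vehicle and -100% = no enzyme basal signal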
# Target sequence (P06280 32-429 limits assumed): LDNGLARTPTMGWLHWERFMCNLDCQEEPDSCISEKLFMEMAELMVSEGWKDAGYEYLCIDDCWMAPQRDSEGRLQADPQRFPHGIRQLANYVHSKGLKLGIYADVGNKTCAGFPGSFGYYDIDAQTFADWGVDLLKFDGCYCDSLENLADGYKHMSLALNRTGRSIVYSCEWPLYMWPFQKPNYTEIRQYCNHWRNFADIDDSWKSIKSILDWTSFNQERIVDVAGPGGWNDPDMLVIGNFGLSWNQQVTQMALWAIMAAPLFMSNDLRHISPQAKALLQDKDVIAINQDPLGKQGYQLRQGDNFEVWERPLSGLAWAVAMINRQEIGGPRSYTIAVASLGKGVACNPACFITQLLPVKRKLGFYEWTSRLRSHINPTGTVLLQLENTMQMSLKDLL
#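 qHTS titration in buffer at pH 5.0. Alpha-galactosidase activity in spleen homogenate was measured via 4-methylumbelliferone release from 1 mM fluorogenic substrate after 40 min at 37C and a pH 10 stop. AC50 came from Hill fits of control-normalized data.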
# GAA inh: qHTS Assay for Inhibitors of Human alpha-Glucosidase as a Potential Chaperone Treatment of Pompe Disease; Lysosomal alpha-glucosidase (Homo sapiens), P10253; purified human GAA, 4-MU-alpha-glucoside fluorescence; Potency, µM (highest dose often 76.9 µM), without a hit: at the highest dose activity change, negative = inhibition, actives largely listed as inhibitors; actives 0.005% (n = 200,000); AID 1466, 2008;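 further: plate controls were uninhibited enzyme wells for no effect and no-enzyme background for full effect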
#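 qHTS format, compound range up to 77 uM. Human lysosomal enzyme at 4 nM, 400 uM 4-MU glucoside substrate, pH 5.0, 20 min room temperature; fluorescence after alkaline stop gives activity normalized to controls.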
# Tau ThT inhib: qHTS for Inhibitors of Tau Fibril Formation, Thioflavin T Binding | actives 2.1% (n = 270,000) | Potency, µM (highest dose often 57.4 µM), for inactives: at the highest dose activity, negative = inhibition, actives largely listed as inhibitors | recombinant tau K18 P301L, heparin-induced fibrillization, ThT fluorescence; further: on the % scale 0 is the no-effect control and ±100 the full control effect; nearly all actives have a fitted effect of over 55% in size
# Target sequence (P10636 561-689 P618L limits assumed): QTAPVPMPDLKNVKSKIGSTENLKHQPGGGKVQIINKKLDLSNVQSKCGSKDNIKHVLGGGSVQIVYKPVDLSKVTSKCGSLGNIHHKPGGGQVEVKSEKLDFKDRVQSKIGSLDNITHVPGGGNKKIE
#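 Heparin-induced fibrillization of the P301L-mutant K18 repeat-domain fragment of human tau was followed by ThT binding in quantitative high-throughput format.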
# Tau FP inhib: qHTS for Inhibitors of Tau Fibril Formation, Fluorescence Polarization | Microtubule-associated protein tau (Homo sapiens), P10636 | Potency, µM (highest dose often 57.7 µM), for the others: top-dose activity, negative = inhibition, most hits filed as inhibitors | K18 P301L tau heparin fibrillization, Alexa594 FP, 6 h | actives 0.39% (n = 280,000) | AID 1468, 2008; further: on the % scale 0 is the no-effect control and ±100 the full control effect; nearly all actives have a fitted effect of over 55% in size
#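 Read-out: fluorescence polarization of Alexa 594-labeled tau (0.24 uM), 555 nm excitation, 632 nm emission. Mixtures held 15 uM unlabeled K18 P301L, compound and 20 uM heparin, pH 7 acetate buffer, incubated 6 hr at 37 C.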
# Tau fluor counter: Counterscreen qHTS for Inhibitors of Tau Fibril Formation, Fluorescence Polarization; tau K18 P301L Alexa594 fluorescence, heparin fibrillization; Potency, µM (series often up to 57.7 µM), for inactives: at the highest dose activity change, negative = decrease; actives 0.93% (n = 280,000); AID 1463, 2008; further: on the % scale 0 is the no-effect control and ±100 the full control effect; nearly all actives have a fitted effect of over 55% in size
#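 Human tau K18 P301L (15 uM unlabeled, 0.24 uM Alexa 594-labeled) in 100 mM sodium acetate pH 7 with 20 uM heparin, 6 hr at 37 C. ThT 30 uM added, 1 hr ambient; Alexa 594 FP and total fluorescence read at 555/632 nm.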
# GAA spleen mod: qHTS Assay for Inhibitors and Activators of Human alpha-Glucosidase From Spleen Homogenate | Lysosomal alpha-glucosidase (Homo sapiens), P10253 | human spleen homogenate, 4-MU-alpha-glucoside fluorescence | Potency, µM (titrated, usually from 79.9 µM), for inactives: at the top dose activity change, negative = inhibition, actives largely listed as inhibitors | actives 0.006% (n = 240,000);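 further: 0% = enzyme with vehicle and -100% = no enzyme basal signal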
#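 Human spleen homogenate (1 ug) incubated with compounds and 1 mM 4-methylumbelliferyl-alpha-D-glucopyranoside in pH 5.0 citrate/phosphate buffer, 37 C, 40 min. Stopped at pH 10; 4-MU fluorescence (Ex 365/Em 440 nm); AC50 by Hill fit.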
# HTT cytoprotect: qHTS Multiplex Assay to Identify Dual Action Probes in a Cell Model of Huntington: Cytoprotection (ATP); PC12 HTT-Q103 induced, cytoprotection, ATP luminescence, 40 h; Potency, µM (titrated, usually from 56.4 µM), for the others: cytoprotection (ATP increase), usual class: activators; actives 0.14% (n = 230,000);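 further: % of control where 0% means no effect; nearly all actives have a fitted effect of over 45% in size; toxic huntingtin expression switched on by the ecdysone agonist tebufenozide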
#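 Readout: ATPlite luminescence (ATP level). Model: stable PC12, inducible Htt exon1 Q103-GFP. Inducer: tebufenozide, 100 nM final. Compounds: dose series. No G418 in medium.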
# Numbers without * were called inactive; ? = inconclusive; . = not tested or not shown; [ ] = dose if it differs, or a comment. The call rests on the fitted dose curve; in most records, active means well fitted curve in the direction sought with a large enough effect; inconclusive means small, poorly fitted or top-dose-only effect, or another doubt; inactive means no such curve, though single readings can be large; an effect the other way counts as inactive or inconclusive. Potency means the concentration at half of the fitted maximal effect. Outcome played no part in choosing rows; about 3.3% have a hit in one of these screens.
SMILES,GAA glycogen mod,GLA spleen mod,GAA inh,Tau ThT inhib,Tau FP inhib,Tau fluor counter,GAA spleen mod,HTT cytoprotect
N#C/C(=C\c1ccc(OC(F)F)cc1)C(=O)N1CCCCC1,1%,-1%,.,-6%,7%,14%,1%,26%[10 µM]
CCc1nn(CCCC(=O)NCc2ccc(OC)c(OC)c2)c(=O)c2cc3occc3n12,-13%[76.3 µM],.,.,-11%,-7%,-10%,.,.
CC(=O)N1CCN(c2ccnc3cc(Cl)ccc23)CC1,0%,10%,.,.,6%,-9%,1%,13%[10 µM]
Cc1cccc(-c2nc3c4ccccc4nc(N4CCN(c5cc(C)ccc5C)CC4)n3n2)c1,-6%[76.3 µM],.,.,-1%,4%,-11%,.,.
O=C(Nc1cccc(F)c1)OC(CN1CCCCC1)C(F)(F)F (configuration not stated),11%,2%,2%,-4%,-9%,-1%,-1%,-6%
CCOC(=O)c1c(C)n(C)c2ccc(OC)c(NC(=O)CN3CCSCC3)c12,4%,-16%,-2%,-13%,-3%,-6%,-10%,-5%
COc1cc(NS(=O)(=O)c2ccc(NC(=S)NC(=O)C(C)(C)C)cc2)nc(OC)n1,19%,1%,1%,-6%,12%,-5%,6%,1%[10 µM]
CCOC(=O)/C=C/C(=O)N1CCN(C(=O)/C=C/C(=O)OCC)CC1,4%,14%,.,.,-16%,1%,8%,-1%[10 µM]
COc1ccccc1NC(=O)c1ccc(COc2ccc3c(c2)CCC3)cc1,13%,2%,?,?,7%,-17%,-3%,20%[10 µM]
COc1ccccc1N1CCN(C(=O)CCCn2nc(C)c([N+](=O)[O-])c2C)CC1,-17%,4%,9%,?,7%,-6%,7%,-22%
CN1CCc2nc(NC(=O)COc3ccc4ccccc4c3)sc2C1,7%,-5%,-7%,?,2%,-21%,-3%,-88%[inhibitor]
NS(=O)(=O)c1cccc(NC(=O)COc2ncnc3c2cnn3-c2ccccc2)c1,6%,6%,2%,6%,4%,7%,3%,-2%
CCCCCCN=C1CC(C)(C)CC(=O)/C1=C(/O)CCC,-7%,-3%,.,-8%,-2%,-13%,1%,-3%[10 µM]
CC(c1ccccc1)n1c(Cn2ncc3ccccc3c2=O)n[nH]c1=S (configuration not stated),2%,-6%,0%,1%,2%,3%,-11%,.
Cc1c(Cl)ccc2c1NC(=O)[C@]21[C@@H]2C(=O)N(Cc3ccccc3)C(=O)[C@@H]2[C@@H]2CCCN21,-5%,-1%,?,14%,-1%,4%,1%,-7%[0.074 µM]
CC(C)=NNc1nc2c(c(=O)n(C)c(=O)n2C)n1C,-15%,-11%,.,?,-9%,-25%,-2%,13%[10 µM]
O=C1CN(C(=O)COC(=O)Cc2ccsc2)c2ccccc2N1,2%,-9%,-4%,-5%,1%,-3%,-4%,-27%
Cc1cccc(NC(=O)CN2C(=S)NC(C)(C)CC2C)c1C (configuration not stated),1%,2%,-4%,-4%,-2%,-8%,1%,8%[10 µM]
CC(=O)Oc1ccc2c(c1OC(C)=O)OCC1(O)Cc3c(cc(OC(C)=O)c(OC(C)=O)c3OC(C)=O)C21 (configuration not stated),.,-2%,.,?,-12%,?,11%,.
CC1=C(C(=O)Nc2ccccc2C(F)(F)F)C(c2sccc2C)NC(=S)N1 (configuration not stated),-5%,2%,-4%,-2%,-7%,-3%,-3%,-71%[inhibitor]
CCC1CO/C(=C(\C(Cl)=C(Cl)Cl)[N+](=O)[O-])N1 (configuration not stated),-4%,7%,5%,35µM*,?,-19%,6%,-17%
Cc1ccc(NC2=C(CC(=O)O)C(c3ccccc3)N(c3ccc(C)cc3)C2=O)cc1 (configuration not stated),-25%,3%,1%,?,-1%,-10%,4%,-11%[10 µM]
O=C(N/C(=C/c1cccnc1)C(=O)N1CCOCC1)c1ccccc1F,4%,8%,.,-2%,-5%,-2%,5%,10%[10 µM]
OC(CNCc1ccccc1)COCc1ccc(Cl)cc1 (configuration not stated),9%,-5%,-2%,3%,-4%,3%,3%,15%[10 µM]
COc1ccc(-c2cc(C(F)F)n3ncc(C(=O)N4CCN(C)CC4)c3n2)cc1,4%,3%,-5%,8%,1%,-2%,11%,-30%[10 µM]
O=C(O)CN(c1cccc(C(F)(F)F)c1)S(=O)(=O)c1ccccc1,9%,-3%,8%,3%,-3%,3%,1%,.
COC(=O)c1cc(OC)c(OC)cc1NC(=S)N1CCN(c2ccccn2)CC1,-1%,0%,13%,0%,-5%,-8%,-2%,-15%
S=C(Nc1ccccn1)Nc1ccccc1Cl,-5%,11%,-3%,-4%,-7%,-14%,-7%,-5%
CCc1nc2c(cnn2-c2ccc(F)cc2)c(=O)n1-c1ccc(N2CCC(C)CC2)cc1,-12%,2%,-14%,?,7%,-17%,1%,-25%
CCCCOc1ccc(Cc2c(Cl)nc(SC)nc2N2CCOCC2)cc1,-2%,-3%,-9%,-9%,-14%,-9%,4%,37%[10 µM]

# Complete entries, quoted from the list:
# `CC(=O)Oc1ccc2c(c1OC(C)=O)OCC1(O)Cc3c(cc(OC(C)=O)c(OC(C)=O)c3OC(C)=O)C21` (configuration not stated) reads GAA glycogen mod: .; GLA spleen mod: -2%; GAA inh: .; Tau ThT inhib: ?; Tau FP inhib: -12%; Tau fluor counter: ?; GAA spleen mod: 11%; HTT cytoprotect: .
# `O=C(N/C(=C/c1cccnc1)C(=O)N1CCOCC1)c1ccccc1F` reads GAA glycogen mod: 4%; GLA spleen mod: 8%; GAA inh: .; Tau ThT inhib: -2%; Tau FP inhib: -5%; Tau fluor counter: -2%; GAA spleen mod: 5%; HTT cytoprotect: 10%[10 µM]

# (further entries)
SMILES,GAA glycogen mod,GLA spleen mod,GAA inh,Tau ThT inhib,Tau FP inhib,Tau fluor counter,GAA spleen mod,HTT cytoprotect
c1ccc(-c2ccc3c(c2)c2c4n3CCN=C4CCC2)cc1,-14%,5%,-3%,?,6%,-26%,1%,-31%
O=C(COc1cccc(F)c1)N[C@@H](Cc1ccccc1)c1nc2ccccc2[nH]1,-12%,3%,-4%,-2%,0%,-17%,5%,11%[1.9 µM]
C=CCn1c(CNC(=O)c2ccccc2F)nnc1SCc1nc2ccccc2c(=O)[nH]1,9%,4%,-5%,4%,3%,-4%,4%,?
CCc1sc(NC(=O)CN2CCOCC2)nc1-c1ccccc1,3%,1%,-2%,-7%,3%,0%,7%,18%
O=C(c1ccc(Cn2c(=S)[nH]c3ccccc3c2=O)cc1)N1CCN(c2ccccn2)CC1,-26%,-3%,9%,4%,-9%,-23%,-8%,-38%
COc1cccc(CNC(=O)Cc2c(C)c3c(cc(C)c4c(C)coc43)oc2=O)c1,0%[76.3 µM],.,.,-10%,-9%,-7%,.,.
Cc1cc(C)cc(NC(=O)c2cc(Cl)sc2Cl)c1,9%,0%,-11%,?,8%,-8%,-4%,0%[10 µM]
COc1cc(S(=O)(=O)N2CCCCCC2)ccc1Cl,3%,0%,-3%,-8%,-7%,-14%,-2%,-8%
COc1cccc(CNC(=O)CCC2CCCN(C(=O)c3cccc(Cl)c3)C2)c1 (configuration not stated),2%,0%,1%,-7%,-4%,-9%,3%,14%[10 µM]
O=C(CCCC(=O)OCC(=O)c1ccc(F)cc1)Nc1cc(C(F)(F)F)ccc1Cl,-4%,2%,-6%,-6%,-10%,-16%,4%,5%
COc1ccc(/C=N/OCC(=O)N2CCCC2)c(OC)c1,3%,-6%,5%,10%,0%,11%,-7%,-2%
O=C(Nc1ccc(NC(=O)c2cccs2)cc1)c1ccco1,8%,3%,-3%,-5%,-14%,-4%,-2%,-23%
O=C(Cn1nnc(-c2ccccc2-n2cnnn2)n1)N1CCCCC1,3%,6%,0%,1%,-3%,-5%,-8%,3%[10 µM]
O=C(CNC(=O)c1ccccc1)NC1(C(=O)NC2CCCCC2)CCCCC1,-10%,-3%,-31%,4%,-6%,-2%,4%,-3%
O=C(NCc1cccnc1)NC1(C(F)(F)F)Oc2ccccc2O1,25µM*,?,-11%,-11%,-3%,-18%,-5%,18%
COc1ccc(C2CC(=O)c3c(C)nc(N4CCN(C=O)CC4)nc3C2)c(OC)c1 (configuration not stated),6%[76.3 µM],.,.,-13%,-3%,-16%,.,.
Cc1nc(CCN2C(=O)c3ccccc3C2=O)cs1,4%,1%,6%,-2%,5%,-2%,-4%,-8%
N#Cc1ccccc1NC(=O)CSc1nnc(-c2ccncc2)o1,-4%,-2%,1%,-4%,-15%,-8%,-4%,.
Cc1cc(C)c2c3c(sc2n1)C(=O)N(c1ccccc1C)CC(=O)N3,2%,5%,.,-6%,-6%,-9%,1%,-6%[10 µM]
CCN(CC)CCOc1ccc2c(c1)C(=NNC(=O)c1ccccn1)c1cc(OCCN(CC)CC)ccc1-2,-16%,-19%,?,?,-11%,-11%,-5%,28%[10 µM]
CCOc1ccccc1C(=O)N1CCOCC1,-3%,3%,-8%,-9%,0%,-8%,-10%,13%
O=C(O)c1cn(-c2ccc(F)c(F)c2)c2c(F)c(F)c(F)c(F)c2c1=O,5%,-1%,5%,-15%,-1%,-10%,-8%,-17%
COc1ccc(Cl)cc1NC(=S)N(CCN1CCOCC1)C1CCN(C(C)=O)CC1,-6%,2%,-8%,-13%,-4%,-9%,3%,8%[10 µM]
COc1ccc(CCNC(=O)CCCOc2cc(=O)n(C)c3ccccc23)cc1OC,6%,1%,4%,-7%,0%,-1%,2%,-26%
COCCCN1C(=O)C(O)=C(C(C)=O)C1c1ccccn1 (configuration not stated),6%,-1%,4%,-4%,-9%,-5%,-6%,8%[10 µM]
